Pf Dd2 inh: blocks in vitro growth of P. falciparum Dd2; 120,000 compounds, 4.3% hits; P. falciparum Dd2 growth, SYBR Green, 72 h; Potency, µM (top dose mostly 28.9 µM), for inactives: at the highest dose activity, negative = inhibition, usual class: inhibitors; AID 1347417; active means well fitted inhibition curve with a large enough effect; inconclusive means small, poorly fitted or top-dose-only effect; inactive means no such curve, though single readings can be large or run the other way;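 further: plate controls were DMSO vehicle for no effect and reference drug for full effect; nearly all actives have a fitted effect of over 65% in size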
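Readout: SYBR Green fluorescence, 485 nm excitation, 535 nm emission, after ~16 h lysis at 37C. Before that, Dd2-infected red cells (2.5% hematocrit) grew 72 h with compound, 29 uM top final concentration.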
* hit, by the source's call; i = inactive; ? = inconclusive; [ ] = dose if it differs, or a comment. Potency means the concentration at half of the fitted maximal effect. Not all compounds are listed (hit frequency here may not be typical).

SMILES	Pf Dd2 inh
COCC1CN(C)CC12CCN(Cc1cccc(OC)c1OC)CC2 (configuration not stated)	?
COc1ccc(C(=O)NC2CCN(c3cc(-c4cccs4)[nH]n3)C2)cc1OC (configuration not stated)	-2.3%
COCCc1noc([C@@H]2CC(F)(F)CN2C(=O)CCn2cccn2)n1	-16.0%
O=C(CN1CCN(c2nccc(-c3cccnc3)n2)CC1)N1CCOCC1	-29.2%
CC(NC(=O)c1ccc(Cn2ccn3nc4c(c3c2=O)CCCC4)cc1)c1ccccc1 (configuration not stated)	?
Cc1cc(=O)n(CC(=O)N[C@H](c2ccccn2)C2CC(O)C2)nc1C (some centres not stated)	-15.1%
COC(=O)CNC(=O)C1CN(S(=O)(=O)c2cccs2)CC12CCCCC2 (configuration not stated)	?
CC1=C[C@@H](CNCCN2CCOCC2)[C@H](C(C)C)C[C@H]1Cc1nnc(-c2ccccc2)o1	3.98µM*
Cc1c(-c2ccccc2)c(=O)oc2c(CN3CCN(C)CC3)c(O)ccc12	3.98µM*
O=c1cc(-c2cnccn2)oc2c(Nc3ccccn3)nccc12	i
Cc1ccccc1CNC(=O)CCCn1ncn2c(cc3occc32)c1=O	-1.1%
CC(C)(C)NS(=O)(=O)c1ccccc1-c1ccc(Cn2ccnc2)cn1	i
CCC(C)NS(=O)(=O)c1ccc(N2CCCCS2(=O)=O)cc1 (configuration not stated)	i
CCn1cc(CN2CCN(Cc3ccccc3)CC2)ccc1=O	-4.1%
CC(C)N1C[C@H](O)C[C@H]1c1nc(-c2ccc(F)cc2)no1	i

In a second layout: results already given.
canonical_smiles: COCC1CN(C)CC12CCN(Cc1cccc(OC)c1OC)CC2 (configuration not stated)
  Pf Dd2 inh = ?
canonical_smiles: COc1ccc(C(=O)NC2CCN(c3cc(-c4cccs4)[nH]n3)C2)cc1OC (configuration not stated)
  Pf Dd2 inh = -2.3%
canonical_smiles: COCCc1noc([C@@H]2CC(F)(F)CN2C(=O)CCn2cccn2)n1
  Pf Dd2 inh = -16.0%
canonical_smiles: O=C(CN1CCN(c2nccc(-c3cccnc3)n2)CC1)N1CCOCC1
  Pf Dd2 inh = -29.2%

New compounds follow.
SMILES	Pf Dd2 inh
COc1cccc(C(=O)N2CCC3(CC2)NC(=O)N(Cc2ccccc2)C3=O)c1OC	8.91µM*
CCc1cc(C(=O)Nc2cnn(Cc3ccccc3C)c2)no1	0.2%
COc1cccc(CC(=O)N2CCC3(CC2)CC(N(C2CC2)S(C)(=O)=O)CCO3)c1 (configuration not stated)	i
COc1ccc(C(=O)N[C@@H]2CCC[C@@H]2C(=O)NCCCc2ccccc2)cn1	i
COc1ccccc1NC(=O)C1=C(C)Nc2nc(SCc3ccccc3Cl)nn2C1c1ccncc1 (configuration not stated)	-6.2%
COc1ccc(C(C)NC(=O)c2noc(-c3ccccc3F)n2)cc1OC (configuration not stated)	i
CNc1ccc(-c2noc([C@@H]3CCCN3Cc3ccccn3)n2)cn1	-4.8%[44.1 µM]
O=C(C1CCOCC1)N1CCC2(CC1)CC(N(Cc1ccccc1)C1CC1)CCO2 (configuration not stated)	-11.8%
CCCCn1c(CN(C)Cc2[nH]c3ccccc3c2C)cnc1S(=O)(=O)CC	?
Cc1ccc2c(c1)sc1nc(-c3cc4cc(Cl)ccc4oc3=O)cn12	i
COc1ccc(NC(=O)Cc2csc(COc3cccc(C)c3)n2)c(OC)c1	-8.6%
O=C1OCCCN1C1CCN(S(=O)(=O)c2cccs2)CC1	i
O=C1NC2(CCN(C(=O)c3ccccc3)CC2)COc2ccccc21	i
COc1cccc(C(=O)N2CCC3(CC2)SCC(=O)N3c2ccc(F)cc2)c1	-15.7%
O=C(CN1CCOC(c2ccc(F)cc2)C1)NCc1ccccn1 (configuration not stated)	-0.9%
CCC1(O)CCC12CCN(C(=O)Cc1cccnc1)CC2 (configuration not stated)	-9.7%
Nc1nc(-c2cccc(CN3CCOCC3)c2)cc(N2CCCC2)n1	-23.4%
COCCN1C(=O)c2cccn2CC1CNC(=O)CC1CCCC1 (configuration not stated)	-7.3%
CCNC(=O)[C@@H]1C[C@H](NC(=O)Cc2cc(C)ccc2C)CN1C1CCCC1	i
Cc1cncn1CCc1nc2c3ccccc3nc(SCC(=O)Nc3ccccc3F)n2n1	?
COc1ccc(CNC(=O)[C@@H]2CCC[C@@H](NCc3ccc(C(F)(F)F)cc3)CN(C)C(=O)C2)cc1	?
COc1ccc(OC)c(S(=O)(=O)N[C@H]2CO[C@H]3[C@@H]2OC[C@H]3OC(=O)Nc2cccc3ccccc23)c1	i
CCOc1ccc(C(=O)N2CCN(Cc3cc(=O)n4nc(-c5cccc(OC)c5)sc4n3)CC2)cc1	?
Cc1ccc2nc(N(CCCN(C)C)C(=O)c3ccco3)sc2c1	-2.6%
CC(=O)N1CCc2nn(CC(=O)N3CCN(c4ccccc4)CC3)c(=O)cc2C1	i
CC(C)C[C@@H]1N[C@H](C(=O)N2CCC(NC(=O)c3ccccc3)CC2)Cc2c[nH]c3cccc1c23	10µM*
O=[N+]([O-])c1cccc(-c2noc([C@@H]3Cc4nc[nH]c4CN3Cc3cccs3)n2)c1	-15.6%[44.1 µM]
Cc1cccc(Nc2nnc(-c3ccc(C)c(S(=O)(=O)N4CCOCC4)c3)c3ccccc23)c1	?
CN(Cc1cnn(C)c1)C(=O)c1csc2nc(-c3ccc(C(F)(F)F)cc3)cn12	-7.2%
Cc1ccccc1C(=O)Nc1sc2c(c1C(=O)N1CCC(C)CC1)CCC(C)C2 (configuration not stated)	?
CCNC(=O)NC[C@@H]1C=C(C)[C@H](CC(=O)NCc2ccc(F)cc2)C[C@H]1C(C)C	?
CNC(=O)CCn1ncc2cc(OCc3ccccc3-c3ccc(F)cc3OC)ccc21	?
CN(C)[C@@H]1CN(Cc2ccc3[nH]ccc3c2)CC[C@@H]1CNC(=O)C1CC1	i
COCC1CN(C(=O)CCCc2ccccc2)CC12CCNCC2 (configuration not stated)	15.2%
N#Cc1nc(/C=C/c2ccc(F)cc2)oc1N1CCN(c2ccccc2)CC1	60.0%[activator]
COCCc1noc([C@@H]2CC(F)(F)CN2C(=O)c2ccccc2F)n1	-24.4%
CN1CC2(CCN(C(=O)CCc3nc(-c4ccco4)no3)C2)OC1=O (configuration not stated)	24.6%
CSc1cccc(NC(=O)N2CCN(S(=O)(=O)c3ccc4c(ccn4C)c3)CC2)c1	i
CCOc1ccc(NS(=O)(=O)c2ccc3[nH]cc(C(=O)NCc4ccccc4)c(=O)c3c2)cc1	?
CC(C)c1ccc(N2CC(C(=O)N(C)CCc3cnn(C)c3)CC2=O)cc1 (configuration not stated)	-8.2%
CCOc1ccc2nc(N3CCCC(C(=O)NCCCOC)C3)sc2c1 (configuration not stated)	?
O=S(=O)(c1ccc(F)cc1)N1CCC(Oc2cccc(C(F)(F)F)c2)CC1	-9.1%
O=C(NCCc1ccccc1)c1cc(-c2ccc(Br)cc2)on1	i
O=C(Nc1cccc(F)c1)C1CCN(C(=O)N2CC3CC(C2)[C@H]2CCCC(=O)N2C3)CC1 (some centres not stated)	-18.0%
FC(F)(F)c1ccc(CN2CCCC3(CC(c4cccnc4)=NO3)C2)cc1 (configuration not stated)	?
COc1ccccc1C(=O)Nc1c(C(=O)Nc2ccccc2F)oc2ccccc12	-25.4%
CC(=O)N1CCN(C(=O)c2nc(-c3ccccc3)cs2)CC(O)C1 (configuration not stated)	1.1%
Cc1cccc(NC(=O)c2c(NC(=O)c3ccco3)sc3c2CCC(C)C3)c1 (configuration not stated)	i
COc1ccccc1Nc1c2c(nc3ccc(NC(=O)c4cccc(F)c4)cc13)CCCC2	3.16µM*
O=C(CC1NCCNC1=O)Nc1cccc(F)c1 (configuration not stated)	45.2%[activator]
Cc1cccc(NC(=O)C2CC(=O)Nc3ncnn32)c1 (configuration not stated)	-4.8%
Cc1ccccc1C(=O)N1CCC(N2CC3CCCN3C2=O)CC1 (configuration not stated)	6.3%[44.1 µM]
CCOc1ccccc1NC(=O)C1CCN(S(=O)(=O)c2ccc(Br)cc2)CC1	4.7%
O=C(c1ccccc1)N1CCCC(c2nn(-c3ccc(F)cc3)c(=O)[nH]2)C1 (configuration not stated)	4.9%
O=c1c2cc(-c3cccs3)nn2ccn1CC(O)c1ccc(F)cc1 (configuration not stated)	i
CCC1(C(=O)Nc2ccc(C)c(F)c2)CCCCC(=O)N1 (configuration not stated)	i
CCOc1ccccc1NC(=O)Cn1nc2n(c1=O)CCCCC2	26.1%
C[C@H](O)c1onc(-c2ccc(F)cc2)c1C(=O)N1CCCCC1	-11.5%[44.1 µM]
O=C(Cn1nc2c(cc1=O)CCCC2)Nc1ccc(Cn2cncn2)cc1	-7.1%
O=C1Nc2ccccc2C2(CCN(C(=O)c3ccccc3)C2)O1 (configuration not stated)	-4.7%[44.1 µM]

Filtered by structure, those above with bromine
SMILES	Pf Dd2 inh
O=C(NCCc1ccccc1)c1cc(-c2ccc(Br)cc2)on1	i
CCOc1ccccc1NC(=O)C1CCN(S(=O)(=O)c2ccc(Br)cc2)CC1	4.7%

Quoted from the listing.
CC(=O)N1CCN(C(=O)c2nc(-c3ccccc3)cs2)CC(O)C1 (configuration not stated) @ Pf Dd2 inh: 1.1%
C[C@H](O)c1onc(-c2ccc(F)cc2)c1C(=O)N1CCCCC1 @ Pf Dd2 inh: -11.5%[44.1 µM]
O=C(c1ccccc1)N1CCCC(c2nn(-c3ccc(F)cc3)c(=O)[nH]2)C1 (configuration not stated) @ Pf Dd2 inh: 4.9%

(continued)
SMILES	Pf Dd2 inh
COc1ccc(-c2nc(C)nc3c2CCN(CC2CC2)CC3)cc1	i
CCOC(=O)C1(Cc2ccccc2F)CCCN(C(=O)c2ccc3ncccc3c2)C1 (configuration not stated)	?
Cc1cn2nc(C(=O)NC3CCCC3)cc2c(N2CCSCC2)n1	i
COc1ccc(Cn2c(=O)c3oc4ccccc4c3n(Cc3cccc(C)c3)c2=O)cc1	5.9%
COc1ccccc1CCC(=O)N1CC[C@@H]2CN(S(C)(=O)=O)[C@@H]2C1	8.0%
O=C(c1cc(-c2ccc(Cl)cc2)on1)N(Cc1cccc(F)c1)Cc1ccco1	-5.8%
CCNC(=O)[C@@H]1CCCN1[C@@H](C(=O)NC)c1ccccc1	-10.7%[44.1 µM]
O=C1NCCCCCCN(C(=O)c2cccnc2)[C@H]2C[C@H](C(=O)N3CCc4ccccc4C3)C[C@@H]12	?
Fc1ccc(-c2noc3ncnc(NCc4ccc(Cl)cc4)c23)cc1	?
Cc1cc(NC(=O)c2ccc(-c3ccc(Cl)cc3)o2)cc(-c2nc3ncccc3o2)c1O	12.4%
Cc1ccc(-c2nnc([C@H]3CCN(Cc4ccc(S(C)(=O)=O)cc4)C3)o2)cc1	?
O=C(C1CC(=O)N(c2n[nH]c3cccc(F)c23)C1)N1CCN(c2ccc(F)cc2)CC1 (configuration not stated)	-21.4%
Cc1cccc(C)c1Nc1c(-c2ccc(N3CCOCC3)cc2)nc2ncccn12	-5.9%
O=C(NCCc1cnc[nH]1)c1ccc(-c2ncc3cnc(-c4cccc(F)c4)cn23)cc1	?
CN(C)c1ccc(CN2CCC3(C2)NC(=O)c2ccccc2O3)cc1 (configuration not stated)	i
CCOC(=O)C1CCCN(C(=O)c2ccc(C)c(NC(=O)c3nsc4ccccc34)c2)C1 (configuration not stated)	-23.1%
COC(=O)[C@@H](Cc1cccnc1)NC(=O)[C@@H]1CN(C(=O)c2cccc(F)c2)CCN1C(=O)C1CCCCC1	-13.8%
O=C1c2cnc(-c3ccoc3)nc2OCCN1Cc1ccc(F)cc1F	i
O=C(CSc1nc(=O)[nH]c2c1CCCC2)NCc1ccccc1	24.7%
CCCn1cc(S(=O)(=O)c2cc(C)ccc2C)c(=O)c2cc(F)c(N3CCCCCC3)cc21	?
CC(C)CNc1ccc2nncn2n1	-9.2%
Cc1cccnc1CNC[C@H]1O[C@@H]2C[C@@H](CC(=O)NCc3nccn3C)O[C@@H]2[C@@H]1O	35.9%[activator][44.1 µM]
CC(=O)NCCC(=O)N1Cc2ccccc2CC2(CCN(Cc3cccnc3)C2)C1 (configuration not stated)	8.8%
O=C(CCCc1ccccc1)NCc1nnc2c(-c3nc(C4CC4)no3)cccn12	-1.1%
COC[C@H]1CCCN1C(=O)C[C@@H]1O[C@H](CNC(=O)Nc2cccc(F)c2)[C@@H](O)[C@H]1O	-2.7%[44.1 µM]
COc1ccccc1CN1CCC(CNC(=O)c2cnn(-c3ccccc3Cl)c2C2CCN(C(=O)OC(C)(C)C)CC2)CC1	2.51µM*
CC(=O)N1CCC(NC[C@H]2O[C@H](Cc3cc(COc4ccccc4)on3)CC[C@@H]2O)CC1	i
COc1cccc(C2CCN(C(=O)c3cn(CCc4ccccc4)nn3)C2)c1OC (configuration not stated)	i
O=C(c1ccc2ncccc2c1)N1CCC2(CC1)NCCc1c2[nH]c2ccccc12	?
COc1ccc(C(=O)NCCC2CCN(C(=O)Nc3ccc(C)c(F)c3)CC2)cc1	?
O=C1NC(=NC2CCCCC2)C2(CCN(Cc3ccccc3)C2)N1c1cccnc1 (configuration not stated)	?
O=C(c1ccccc1F)N1CCC2(CC1)COc1ccccc1CN2	1.12µM*
COc1cccc(-n2c(=O)c3c4c(sc3n(Cc3ccccc3C#N)c2=O)CCCC4)c1	12.5%
CCn1ncc(CN2CCC3(CCC3OC)CC2)c1C (configuration not stated)	i
